Screening results as filed in PubChem.
Nrf2 ARE act – Nrf2 pathway activation. Potency, µM (highest dose often 46.1 µM), without a hit: at the top dose activation, usual class: activators. 410,000 compounds, 0.31% hits. AREc32 ARE-luciferase reporter (MCF7-derived line), luminescence, 24 h; note: potency is the fitted concentration of half-maximal effect; % of control where 0% means no effect; nearly all actives have a fitted effect of over 65% in size
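Nrf2 activation is followed as ARE-luciferase induction in the AREc32 line after one day of compound treatment; luminescence is read with Steady-Glo.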
TGFb SMAD3 inh – inhibitors of TGF-b signaling | 410,000 compounds, 1.2% hits | Potency, µM (highest dose often 46.1 µM), without a hit: at the top dose activity, negative = inhibition, usual class: inhibitors | HepG2 CAGA-GFP TGF-b/SMAD3 reporter, GFP fluorescence, 18 h; TGF-beta stimulated, 500 pg/mL final; note: potency is the fitted concentration of half-maximal effect; % is set by controls: 0 for no effect and ±100 for the full control effect; nearly all actives have a fitted effect of over 65% in size
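HEPG2 CAGA-GFP, 1000 cells/well; 2 h settle, 37 C; cpd via pin tool; TGF-b 500 pg/mL final; 18 h, 37 C; GFP imaging ex488/em500-530; %Activity normalised to -TGF-b and +DMSO controls; CRC fit, curve class.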
Nrf2 inh – blocks Nrf2 signaling. A549 ARE-Fluc reporter, luciferase luminescence, 18-24 h. Potency, µM (titrated, usually from 46 µM), inactives show at the highest dose activity change, negative = inhibition, most hits filed as inhibitors. 360,000 compounds, 2.1% hits. AID 504444; note: potency is the fitted concentration of half-maximal effect; % is set by controls: 0 for no effect and ±100 for the full control effect; nearly all actives have a fitted effect of over 60% in size
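Two sequential reads on A549 ARE_Fluc cells exposed to compound for 18-24 h: a CellTiter-Fluor fluorescence read for viability, then a luciferase luminescence read for Nrf2/ARE activity.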
S2 tox – reduces viability in counter-screen for ATXN expression inhibitors. S2 cells (HEK-293 line with an ATXN2-luciferase reporter) viability, CellTiter-Fluor protease fluorescence, 24 h. Potency, µM (series often up to 56.7 µM), most hits filed as cytotoxic. 400,000 compounds, 0.49% hits. AID 651635; note: potency is the fitted concentration of half-maximal effect; nearly all actives have a fitted effect of over 40% in size
IL1B secr inh – inhibitors of inflammasome signaling (IL-1 beta secretion). THP-1 LPS/ATP IL-1B secretion, AlphaLISA, 16 h; active compounds read low. 360,000 compounds, 4.7% hits. activity change, % at 57.5 µM; in the data active = activity change below about -50%; inconclusive = mostly about -30% to -49%; note: % is set by controls: 0 for no effect and ±100 for the full control effect
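Secreted IL-1B measured by AlphaLISA bead assay after 16 h compound exposure of THP-1 cells; compounds (final up to 57.5 uM) added 1 h before LPS (250 ng/mL) and ATP (1.25 mM) stimulation; lower signal means less secretion.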
A549 viability – counter-screen for Nrf2 inhibitors: cytotoxicity in A549 cells; A549 ARE-Fluc cells, CellTiter-Fluor viability, 18-24 h; Potency, µM (highest dose often 46 µM), without a hit: at the highest dose activity change, negative = cytotoxicity, usual class: inhibitors; 390,000 compounds, 0.16% hits; note: potency is the fitted concentration of half-maximal effect; % is set by controls: 0 for no effect and ±100 for the full control effect
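Cytotoxicity counterscreen: CellTiter-Fluor fluorescence was measured in A549 ARE_Fluc cells after 18-24 h of compound exposure in a concentration series. The subsequent BugLite luminescent read reports ARE-luciferase activity.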
HepG2 tox – kills HepG2 cells in TGF-b inhibitor counter-screen | HepG2 CAGA-GFP viability, ATP luminescence, 18 h | Potency, µM (doses to about 46.1 µM), inactives show top-dose activity change, negative = cytotoxicity, hits mostly cytotoxic | 410,000 compounds, 0.76% hits | AID 588856; note: potency is the fitted concentration of half-maximal effect; some results filed as inactive show a strong effect at the top dose
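HepG2 CAGA-GFP cells (1000/well, DMEM with 1% FBS) received compound, then TGF-beta at 500 pg/mL final, and were incubated 18 hours at 37 degrees C. Viability was read by CellTiter-Glo luminescence. Media-only wells were set as complete cell-killing and DMSO as no toxicity.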
MCF10A rerep – DNA re-replication induction in MCF 10a cells; MCF 10A DNA re-replication, Hoechst nuclear intensity, 48 h; Potency, µM (series often up to 46.1 µM), for inactives: at the top dose activity, positive = re-replication, most hits filed as activators; 350,000 compounds, 2.9% hits; AID 624296; note: potency is the fitted concentration of half-maximal effect; % of control where 0% means no effect; nearly all actives have a fitted effect of over 50% in size
ATXN2 expr inh – inhibitors of ATXN2 expression | HEK-293 ATXN2-luciferase reporter, luminescence, 24 h | Potency, µM (series often up to 57 µM), for the others: top-dose activity change, negative = inhibition, hits mostly inhibitors | 360,000 compounds, 0.72% hits | AID 1745845; note: potency is the fitted concentration of half-maximal effect; % is set by controls: 0 for no effect and ±100 for the full control effect; nearly all actives have a fitted effect of over 55% in size
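qHTS (up to 57 uM final) was run with 24 h compound exposure of reporter cells at 37 °C. Each well was multiplexed: SteadyGlo luminescence measured ATXN2-luciferase expression after a fluorogenic Gly-Phe-AFC viability readout (25 uM final).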
* hit, by the source's call; i = inactive; ? = inconclusive; · = no result given; [ ] = another dose, or the depositor's remark. Unless noted, calls come from the whole dose curve; as a rule, active = well fitted curve in the direction sought with a large enough effect; inconclusive = small, poorly fitted or top-dose-only effect, or another doubt; inactive = no such curve, though single readings can be large; an effect the other way counts as inactive or inconclusive.

SMILES	Nrf2 ARE act	TGFb SMAD3 inh	Nrf2 inh	S2 tox	IL1B secr inh	A549 viability	HepG2 tox	MCF10A rerep	ATXN2 expr inh
C=CCN=C(C)C1=C(O)CCC1=O	3.2%	-1%	4%	i	23	-4%	0%	-1%	1%
CCN1C(=O)CC(C(C)C)N(C2CCCC2)c2nc(Nc3ccc(C(=O)NC4CCN(C)CC4)cc3OC)ncc21 (stereo not given)	-2.9%	?	-23%	·	-74*	?	-90%	?	?
COc1ccc(OCCOC(=O)c2ccc(F)c(S(=O)(=O)N3CCOCC3)c2)cc1	1.4%	-1%	-21%	i	0	5%	-34%	-9%	-8%
CCOP(=O)(c1ccccc1)c1nc(-c2ccccc2C)oc1NCc1ccccc1 (stereo not given)	0.0%	-7%	17%	i	15	0%	5%	1%	·
CN(CCOc1ccc(Cl)cc1)C(=O)CN1C(=O)NC2(CCCC2)C1=O	0.4%	-5%	14%	i	-3	-2%	-15%	6%	-10%
CC1CCN(C(=O)c2ccc(NS(=O)(=O)c3cccc4cccnc34)cc2)CC1	2.7%	-26%	-20%	i	-20	-8%	-1%	4%	8%
CCOc1ccccc1OCCCNCc1ccco1	-0.7%	0%	6%	i	-11	1%	5%	15%	-9%
O=C(c1ccc(C(F)(F)F)cc1)N1CCCCC1	-0.5%	3%	8%	i	18	-2%	9%	0%	3%
COc1ccc(N2C(=O)CCC(C(=O)N(C)CCc3ccccn3)C2c2ccc(OC)c(OC)c2)cc1 (stereo not given)	-0.6%	-1%	-10%	i	5	0%	-6%	-10%	6%
N#Cc1ccc(C2N=C(c3ccccc3)NO2)cc1 (stereo not given)	13%	15%	?	i	-3	-1%	8%	-1%	59%[activator]
CCCCn1c(SCc2nc(N)nc(N3CCCCC3)n2)nc2c1c(=O)n(C)c(=O)n2C	-0.3%	-6%	-2%	i	0	-11%	-2%	-43%[inhibitor]	-10%
COC(=O)[C@]12CCCCC=C1N(Cc1cccc3ccccc13)C(=O)[C@H](CC(=O)NCCCN1CCCC1=O)C2	-0.2%	·	·	i	-3	·	·	·	0%
COc1ccc(C(=O)N/C(=C/c2cccnc2)C(=O)NCc2ccco2)cc1OC	0.6%	1%	1%	i	9	0%	16%	2%	-5%
CCOc1cc(S(=O)(=O)NCc2ccncc2)ccc1Cl	-0.2%[9.22 µM]	-17%	1µM*	i	-2	-11%	-14%	12%	-21%
c1ccc(OCc2noc(CN3CCC(C4CCCCC4)C3)n2)cc1 (stereo not given)	0.2%	-27%	13%	i	-16	7%	-24%	16%	·
Cc1ccc(-c2nc(-c3ccncc3)no2)cc1C	5.2%[9.22 µM]	3%	?	i	14	5%	-5%	-12%	14%
CCOC(=O)N1CCC(n2c(SCC(=O)NCc3ccco3)nc3ccsc3c2=O)CC1	-0.8%	?	·	i	33	-6%	1%	21%	3%
O=C(COc1ccc2ccccc2c1)NNC(=O)c1ccccc1	0.0%	5%	0%	i	21	2%	16%	-6%	-9%
O=C(NCCCc1cnc[nH]1)NCCCN(Cc1ccc(Cl)cc1)c1ccc(Br)cn1	·	?	?	·	·	15%	-58%	·	·
Cc1occc(=O)c1OC(=O)Nc1ccc(Cl)c(Cl)c1	5.1%	10µM*	?	?	-78*	-17%	-66%	18µM*	-5%
CCC(C)[C@H](NC(=O)N1CC(=O)Nc2ccccc21)C(=O)N[C@@H](Cc1c[nH]c2ccccc12)C(=O)O (stereo not given in full)	-0.6%	25%	-9%	i	26	9%	-5%	-25%	8%
COc1cccc(-c2ccc(C#N)c(SCC(=O)NCCc3ccccc3)n2)c1	0.4%	?	-2%	i	16	-2%	-2%	7%	0%
COC1C=COC2(C)Oc3c(C)c(O)c4c(O)c(c(CN5CCN(C)CC5)c(O)c4c3C2=O)NC(=O)C(C)=CC=CC(C)C(O)C(C)C(O)C(C)C(OC(C)=O)C1C (stereo not given)	-1.1%	-9%	-9%	i	-6	-16%	8%	17%	15%
COCCNC(=O)COC(=O)CSCc1nc2ccccc2s1	0.0%	-9%	4%	i	23	-3%	0%	5%	2%
CC(=O)c1ccc(N2CCN(C(=O)c3cc(S(=O)(=O)N4CCOCC4)ccc3C)CC2)cc1	3.6%	-14%	?	i	4	7%	-1%	7%	9%

Exported with values under each structure: 9 of the compounds above
Every second line gives: Nrf2 ARE act | TGFb SMAD3 inh | Nrf2 inh | S2 tox | IL1B secr inh | A549 viability | HepG2 tox | MCF10A rerep | ATXN2 expr inh
C=CCN=C(C)C1=C(O)CCC1=O
    3.2% | -1% | 4% | i | 23 | -4% | 0% | -1% | 1%
CCN1C(=O)CC(C(C)C)N(C2CCCC2)c2nc(Nc3ccc(C(=O)NC4CCN(C)CC4)cc3OC)ncc21 (stereo not given)
    -2.9% | ? | -23% | · | -74* | ? | -90% | ? | ?
COc1ccc(OCCOC(=O)c2ccc(F)c(S(=O)(=O)N3CCOCC3)c2)cc1
    1.4% | -1% | -21% | i | 0 | 5% | -34% | -9% | -8%
CCOP(=O)(c1ccccc1)c1nc(-c2ccccc2C)oc1NCc1ccccc1 (stereo not given)
    0.0% | -7% | 17% | i | 15 | 0% | 5% | 1% | ·
CN(CCOc1ccc(Cl)cc1)C(=O)CN1C(=O)NC2(CCCC2)C1=O
    0.4% | -5% | 14% | i | -3 | -2% | -15% | 6% | -10%
CC1CCN(C(=O)c2ccc(NS(=O)(=O)c3cccc4cccnc34)cc2)CC1
    2.7% | -26% | -20% | i | -20 | -8% | -1% | 4% | 8%
CCOc1ccccc1OCCCNCc1ccco1
    -0.7% | 0% | 6% | i | -11 | 1% | 5% | 15% | -9%
O=C(c1ccc(C(F)(F)F)cc1)N1CCCCC1
    -0.5% | 3% | 8% | i | 18 | -2% | 9% | 0% | 3%
COc1ccc(N2C(=O)CCC(C(=O)N(C)CCc3ccccn3)C2c2ccc(OC)c(OC)c2)cc1 (stereo not given)
    -0.6% | -1% | -10% | i | 5 | 0% | -6% | -10% | 6%

New compounds follow
SMILES	Nrf2 ARE act	TGFb SMAD3 inh	Nrf2 inh	S2 tox	IL1B secr inh	A549 viability	HepG2 tox	MCF10A rerep	ATXN2 expr inh
CCCOc1ccc(C2C(=O)N(C3CCCCC3)CC(=O)N2C2CCCCC2)cc1OC (stereo not given)	0.4%	15%	·	i	·	9%	10%	·	3%
CCOC(=O)c1c(-c2ccc(OC)c(OC)c2)csc1NC(=O)c1ccc(F)cc1	3.3%	?	-18%	i	·	-3%	-16%	·	-16%
O=C(c1cc(-c2ccncc2)nc2ccccc12)N1CCN(c2ccccn2)CC1	-0.3%	38%[activator]	1%	?	8	?	-18%	10µM*	-18%
CCCCN1C(=O)NC(NC(C)=O)(C(F)(F)F)C1=O (stereo not given)	-0.5%	-3%	·	?	14	-1%	2%	-2%	-21%
CCN(CC)CCCOc1nc(C)nc2c1oc1ccccc12	0.6%	0%	-4%	i	?	-8%	-23%	10%	-22%
CN(C(=O)c1ccc(Br)o1)C1CCCCC1	0.3%	3%	?	i	-6	1%	-9%	-1%	14%
O=C1CCC2S/C(=C/Nc3ccc(C(F)(F)F)cc3)C(=O)N12 (stereo not given)	-3.6%	-4%	1µM*	i	-13	0%	-2%	0%	2.8µM*
Nc1ccc2nc(CCCCc3nc4ccccc4[nH]3)[nH]c2c1	0.4%	-3%	0%	i	14	-5%	4%	0%	7%
CC(=Nc1ccccc1)C1=C(O)C(Cc2ccc(O)cc2)NC1=O (stereo not given)	0.1%	?	?	i	31	?	-5%	0.46µM*	3%
CN(CC(=O)Nc1sccc1C#N)S(=O)(=O)c1ccc(F)cc1	0.0%	-1%	-28%	i	13	-9%	-4%	-22%	-12%
CNS(=O)(=O)c1cc(OC)ccc1OC	-0.3%	2%	3%	i	-20	3%	8%	4%	1%
CCOc1cc(/C=C2\N=C(SC)SC2=O)cc([N+](=O)[O-])c1OC(C)=O	0.3%	-2%	7%	i	18	?	1%	-1%	-9%
O=C(c1ccc2c(c1)OCCO2)N(Cc1cccnc1)c1nc2ccc(F)cc2s1	9.0%	-4%	·	·	·	12%	-21%	·	·
COc1ccc(-c2[nH]c(-c3ccc(O)cc3)nc2-c2ccccc2)cc1	-3.3%	-38%	9%	·	·	-4%	-75%	·	·
O=C(N/N=C\c1ccc(F)cc1)c1ccc(Cn2cc(Br)c([N+](=O)[O-])n2)o1	0.6%	-15%	?	i	-21	-7%	-5%	?	-1%
Cc1ccc(C2=NN(CCC(=O)NCCCN3CCOCC3)C(=O)CC2)cc1	-0.3%	-1%	0%	i	14	-1%	-10%	-2%	-2%
CN(C)CCCN(C(=O)C1COc2ccccc2O1)c1nc2cc3c(cc2s1)OCO3 (stereo not given)	-2.0%	-16%	?	i	-22	10%	-19%	1%	-5%
COc1ccc(CNC(=O)c2sc(=O)n(Cc3ccccc3OC)c2C)cc1	-0.1%	0%	·	i	-24	·	2%	·	-9%
CCc1nnc(NC(=O)CN2C(=O)NC3(CCCC3)C2=O)s1	-0.4%	-7%	15%	i	-5	0%	7%	-1%	11%
c1ccc(C[C@H]2CNCCN2CC2(c3ccccc3)CC2)cc1	3.1%	7%	14%	i	-29	6%	-5%	12%	-6%
CC[C@]12c3[nH]c4cc(CCC(=O)N(C)C)ccc4c3CCN1C(=O)[C@@H](CC(=O)NCC13CC4CC(CC(C4)C1)C3)C[C@@H]2C(=O)N1CCN(C(=O)C2CC2)CC1	5.9%	?	-7%	i	?	-1%	2%	6%	-6%
Cc1cccc(C)c1OC(=O)CSc1nnc(CNC(=O)c2ccccc2)o1	-0.9%	-7%	-10%	i	·	-3%	13%	·	-12%
COc1ccc(C2C3=C(CC(C)(C)CC3=O)Nc3c2c(=O)[nH]c(=O)n3Cc2ccccc2)cc1 (stereo not given)	2.4%	3%	-1%	i	6	-1%	1%	?	0%
Cc1occc1C(=O)NNC(=S)Nc1ccccc1C(F)(F)F	2.0%	-4%	24%	i	-1	1%	-13%	-83%[inhibitor]	25%
